High-throughput results: PubChem, National Center for Advancing Translational Sciences (NCATS)
TRHR PAM = qHTS for Small Molecule Agonists and Allosteric Enhancers of Human TRH Receptor: Primary Screen for Enhancers; enhancement, % at 2 µM; Thyrotropin-releasing hormone receptor (Homo sapiens), P34981; TRHR cells, fluo-8 calcium fluorescence, EC20 TRH enhancement; AID 493056, 2011; 360,000 tested, 0.66% active; in the data active means enhancement above about 30%; further: 0% is about no effect
Target sequence (P34981 whole entry, looked up): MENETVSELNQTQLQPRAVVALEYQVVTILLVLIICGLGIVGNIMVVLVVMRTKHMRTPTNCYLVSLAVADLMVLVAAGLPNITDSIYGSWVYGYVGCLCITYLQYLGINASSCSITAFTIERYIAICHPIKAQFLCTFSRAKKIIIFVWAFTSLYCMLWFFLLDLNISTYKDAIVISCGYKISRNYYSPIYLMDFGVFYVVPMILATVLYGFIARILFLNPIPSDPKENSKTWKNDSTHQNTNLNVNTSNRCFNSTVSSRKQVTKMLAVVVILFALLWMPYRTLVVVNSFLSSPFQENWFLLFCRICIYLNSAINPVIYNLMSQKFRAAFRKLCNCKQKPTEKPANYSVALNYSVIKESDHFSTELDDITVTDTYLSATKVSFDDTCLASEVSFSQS
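Enhancer read-out: after compound pinning and an initial kinetic agonist-mode read, an EC20 of TRH (10 nM final) was injected and fluo-8 calcium signal (Ex 480/Em 530) followed at 1 s/cycle for 100 cycles in TRHR-expressing cells.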
D1 antagonist = Antagonist of Human D 1 Dopamine Receptor: qHTS | D(1A) dopamine receptor (Homo sapiens), P21728 | HEK293 TREx D1 cells, calcium flux, dopamine EC80; hits give low values | activity change, negative = inhibition, % at 10 µM | 360,000 tested, 3.2% active | AID 504652, 2011; in the data active means activity change below about -30%; further: on the % scale 0 is the no-effect control and ±100 the full control effect
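After overnight tetracycline induction at 30 C, force-coupled D1 HEK293 cells took up a no-wash calcium dye at room temperature. Compounds were added and monitored 180 s, and the response to EC80 dopamine was then recorded.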
RXFP1 antag = qHTS Assay for Antagonists of the Relaxin Receptor RXFP1. 350,000 tested, 0.59% active. Relaxin receptor 1 (Homo sapiens), Q9HBX9. HEK293-RXFP1, relaxin-stimulated cAMP HTRF, 30 min; hits give low values. activity change, negative = inhibition, % at 57.5 µM;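 active means activity change of -60% or lower, but not beyond a set lower limit; inconclusive means change between -60% and -40%, or beyond the set limit; inactive means change above -40%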; further: on the % scale 0 is the no-effect control and ±100 the full control effect
D2 PAM = HTS Assay for Positive Allosteric Modulators of the Human D2 Dopamine Receptor: Primary Screen for Potentiators; HEK293 T-REx D2, calcium flux, EC20 dopamine potentiation; D(2) dopamine receptor (Homo sapiens), P14416; potentiation, % at 10 µM; 340,000 tested, 0.34% active; AID 485347, 2010;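 active means potentiation over 3 SD above the plate norm, cut at about 30% in these data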; further: 0% is about no effect
Target sequence (P14416 whole entry, looked up): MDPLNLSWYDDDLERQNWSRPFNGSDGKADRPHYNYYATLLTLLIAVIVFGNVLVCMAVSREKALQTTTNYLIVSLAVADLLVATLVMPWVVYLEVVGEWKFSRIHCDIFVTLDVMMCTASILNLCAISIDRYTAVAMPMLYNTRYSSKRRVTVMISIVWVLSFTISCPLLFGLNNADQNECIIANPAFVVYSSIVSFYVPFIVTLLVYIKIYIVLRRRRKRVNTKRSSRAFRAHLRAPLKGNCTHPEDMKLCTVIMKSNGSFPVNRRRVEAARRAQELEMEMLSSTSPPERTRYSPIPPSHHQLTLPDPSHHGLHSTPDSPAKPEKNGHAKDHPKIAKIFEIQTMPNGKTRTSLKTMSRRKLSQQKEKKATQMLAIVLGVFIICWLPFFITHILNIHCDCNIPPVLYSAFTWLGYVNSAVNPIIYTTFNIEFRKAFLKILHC
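Calcium flux readout, no-wash dye, 1 read/s. Inducible HEK293 Trex D2 line, overnight 30 C. Compound alone 180 s (agonist flags), then EC20 dopamine, another 180 s to score potentiation.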
D1 agonist = Allosteric Agonists of the Human D1 Dopamine Receptor: qHTS; D(1A) dopamine receptor (Homo sapiens), P21728; AID 504660, 2011; activation, % at 2 µM; HEK293 T-REx D1 cells, calcium flux, agonist mode; 360,000 tested, 1% active; in the data active means activation above about 30%; further: 0% is about no effect
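Inducible HEK293 T-REx D1 cells, force-coupled to calcium signalling, were plated at 4000 cells/well with tetracycline and held overnight at 30 C. After no-wash calcium dye loading, compound-evoked calcium rise over 180 s flagged agonists.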
D2 antag = HTS Assay for Allosteric Antagonists of the Human D2 Dopamine Receptor: Primary Screen for Antagonists; D(2) dopamine receptor (Homo sapiens), P14416; HEK293 TREx D2 cells, calcium flux, dopamine EC80; inhibition, % at 10 µM; 340,000 tested, 2% active; AID 485344, 2010; in the data active means inhibition above about 30%; further: 0% is about no effect
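Tetracycline-induced HEK293 T-REx cells expressing D2 force-coupled to calcium signalling were dye-loaded, exposed to compound for 180 s, then challenged with an EC80 of dopamine; calcium flux was followed kinetically for a further 180 s.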
D1 potentiator = Potentiators of Human D1 Dopamine Receptor: qHTS; potentiation, % at 10 µM; HEK293 TREx D1 cells, calcium flux, dopamine EC20 potentiation; 360,000 tested, 0.036% active; D(1A) dopamine receptor (Homo sapiens), P21728; in the data active means potentiation above about 30%; further: 0% is about no effect
D2 agonist = HTS Assay for Allosteric Agonists of the Human D2 Dopamine Receptor: Primary Screen for Agonists; AID 485358, 2010; activation, % at 2 µM; HEK293 T-REx D2 cells, calcium flux agonist mode; 340,000 tested, 0.53% active; D(2) dopamine receptor (Homo sapiens), P14416;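 active means activation over 3 SD above normal in the single-dose calcium agonist read, cut at about 30% in these data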; further: 0% is about no effect
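Tetracycline-induced HEK293 Trex cells with D2 receptor force-coupled to calcium signaling, plated overnight at 30 C and loaded with no-wash calcium dye. Calcium flux read kinetically for 180 s after compound addition; responses flag agonists.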
RXFP1 agonist = qHTS Assay for Agonists of the Relaxin Receptor RXFP1 | HEK293T-RXFP1 cAMP TR-FRET, 30 min; response scale: percent of porcine relaxin response, buffer zero | Potency, µM (titrated, usually from 57.5 µM), for the others: at the top dose activation, actives largely listed as activators | 370,000 tested, 0.3% active | AID 2676, 2010; active means well fitted activation curve with a large enough effect; inconclusive means small, poorly fitted or top-dose-only effect; further: potency means the concentration at half of the fitted maximal effect; on the % scale 0 is the no-effect control and ±100 the full control effect; nearly all actives have a fitted effect of over 60% in size; many of its hits are not listed in these tables
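HEK293 cells stably expressing RXFP1, treated 30 min at 37C with compounds plus PDE4 inhibitor Ro 20174; cAMP measured by HTRF TR-FRET. Normalized to buffer and 29 nM porcine relaxin; EC50 by Hill fit.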
* marks the source's active call; other numbers are inactive results; ? = inconclusive; nt = not tested or not shown; & = joins results of further samples.

SMILES	TRHR PAM	D1 antagonist	RXFP1 antag	D2 PAM	D1 agonist	D2 antag	D1 potentiator	D2 agonist	RXFP1 agonist
Cn1[nH]c(C(F)(F)F)c(C=Nc2ccc(Cl)cc2)c1=O	-5	0	20	4	1	-4	7	1.7	-0.1%
Cc1ccc(NC(=O)NCc2cccn2C)cc1C	2	-16	1	4	1	5	-17	-1.6	2.5%
O=C(O)CCC(=O)N1CCC[C@H]1C(=O)O	4	11	nt	12	0	0	-6	-2.6	-0.3%
CC(C)(C)c1ccc(OCC(=O)N/N=C/C2CC=CCC2)cc1 (configuration not stated)	-1	3	-37	9	3	-3	-4	1.4	1.0%
CCCCn1c(N)c(N(CC(C)C)C(=O)CN(C)S(=O)(=O)c2ccc(C)cc2)c(=O)[nH]c1=O	0	9	-2	9	-1	7	-1	-0.4	-0.2%
Cc1ccc2sc(N3CCN(C(=O)CCS(=O)(=O)c4ccc(Cl)cc4)CC3)nc2c1C	-5	nt	nt	0	-1	nt	2	0.1	1.8%
CCNC(=O)c1ccccc1SCC(=O)Nc1ccc(F)cc1	1	8	8	35*	0	23	2	-0.1	-1.3%
CCn1c(=O)n(CC(=O)Nc2ccc(F)cc2)c(=O)c2ccccc21	-2	-6	2	-5	-2	7	0	0.4	0.2%
CC(=O)Nc1ccc(NC(=O)CCOc2cc(C)ccc2C)cc1	3	10	-5	10	8	7	1	-0.4	0.4%
O=C(COc1ccc(-n2ccnc2)cc1)Nc1cccc(F)c1	0	-18	-2	-4	12	13	-3	-0.1	1.7%
COc1ccccc1NC(=S)NNC(=O)c1ccccc1Br	11	-80*	-40	4	1	10	-9	-0.6	1.3%
CCCCn1c(=O)c(Cc2ccccc2)c(O)c2ccccc21	0	4	nt	31*	1	-15	-5	-0.2	5.3%
C=CCOC(=O)C1=C(C)OC(N)=C(C#N)C1c1ccc(F)cc1 (configuration not stated)	-1	-18	-1	0	4	0	-7	0.4	0.6%
COc1ccccc1C1C=C(c2ccc(Cl)cc2)Nc2nc(-c3ccc(Cl)cc3)nn21 (configuration not stated)	-1	-12	-13	-4	11	nt	-2	4.9	6.2%
Cc1ccc(C(c2nnnn2CCc2ccccc2)N2CCSCC2)cc1 (configuration not stated)	-3	-26	-13	nt	4	nt	-5	nt	-0.7%
Cc1ccc(/C=N/n2nnnc2N)cc1[N+](=O)[O-]	4	-16	9	2	1	-2	-7	-0.4	-3.4%
COc1ccc(/C=C2\SC(=S)N(C(C)C(=O)NC3C=CS(=O)(=O)C3)C2=O)cc1 (configuration not stated)	-5	-27	1	-3	2	2	-10	0.6	0.3%
CC(NC(=O)C1CC12CCC2)c1ccccc1 (configuration not stated)	0	2	0	3	2	1	4	-0.5	-0.8%
CC1CCc2c(sc(NC(=O)c3ccccc3C(=O)O)c2C#N)C1 (configuration not stated)	3	-11	-8	-5	3	-21	-1	0.7	0.4%
Cc1ccc2nc(C3CCCN(C(=S)Nc4cccc(C)c4C)C3)[nH]c2c1 (configuration not stated)	-2	11	-1	8	1	-16	0	0.5	-1.2%

Next section; the last two above are carried over.
SMILES	TRHR PAM	D1 antagonist	RXFP1 antag	D2 PAM	D1 agonist	D2 antag	D1 potentiator	D2 agonist	RXFP1 agonist
CC1CCc2c(sc(NC(=O)c3ccccc3C(=O)O)c2C#N)C1 (configuration not stated)	3	-11	-8	-5	3	-21	-1	0.7	0.4%
Cc1ccc2nc(C3CCCN(C(=S)Nc4cccc(C)c4C)C3)[nH]c2c1 (configuration not stated)	-2	11	-1	8	1	-16	0	0.5	-1.2%
CCC(=O)N1CCc2cc(Br)cc(S(=O)(=O)N3CCCC(C(=O)Nc4cccc(C)c4C)C3)c21 (configuration not stated)	2	-17	nt	8	7	nt	0	-0.2	-0.9%
Brc1ccc(-c2noc(-c3ccccc3)n2)o1	-3&1	4&18	1&-4	3&-9	1&2	-9	1&-1	-0.6&0.5	-0.1%&1.7%
CCc1cccc(NC(=O)c2ccc3c(=O)n4nc(Nc5ccccc5OC)sc4nc3c2)c1	-7	-1	nt	-2	4	nt	-1	0.9	1.2%
CN(C)S(=O)(=O)c1cccc(NC(=O)c2cncc(Br)c2)c1	-4	4	4	-15	3	16	-3	1.5	4.7%
CCOC(=O)CC(=O)CSC1=C(C#N)C(c2ccccc2OC)CC(=O)N1 (configuration not stated)	-3	0	-1	-6	2	nt	-8	nt	2.4%
O=C(CN1C(=O)C2CC=CCC2C1=O)Nc1ccc(S(=O)(=O)N2CCOCC2)cc1 (configuration not stated)	8	9	-5	-1	0	0	-3	0.6	2.4%
COC(CNC(=O)C1CCN(S(=O)(=O)c2cccc3nsnc23)CC1)OC	-3	1	?	0	1	17	-1	1.1	0.2%
COc1cccc(CN2C(=O)c3ccccc3C2C(=O)NCCc2ccccc2)c1 (configuration not stated)	3	10	5	-5	0	nt	1	-0.6	-0.2%
CC(/C=N/n1c(-c2cccnc2)n[nH]c1=S)=C\c1ccccc1	4	-8	1	9	8	4	-3	1.5	0.5%
O=C(NCCN1CCN(c2cccc(Cl)c2)CC1)c1ccc(CSc2nc3ccncc3[nH]2)cc1	1	-48*	-5	-14	2	86*	-14	46*	2.5%
Cc1cccc(N2CCN(C(=O)C3CCCN(C(=O)c4cc5sccc5n4C)C3)CC2)c1C (configuration not stated)	-1	-12	-31	-5	0	nt	-4	-0.4	11%
COc1ccc(Cc2nc(-c3ccc(-n4cccc4)cc3)no2)cc1OC	1	-39*	-24	-7	32*	12	5	-0.1	3.2%
O=C(NCCN1C(=O)S/C(=C\c2ccc(Cl)cc2Cl)C1=O)C1=COCCO1	-1	-6	-29	3	4	-4	-2	-0.1	-0.5%
C/C(=N\NC(=O)C(=O)Nc1ccc(C)c(Cl)c1)c1ccncc1	1	-20	-3	-4	11	6	-10	0.5	-0.9%
CCc1ccccc1NC(=O)CSc1nc2ncccc2o1	-6	2	nt	-6	0	nt	-5	0.8	0.4%
O=C(CSc1ncnc2sc3c(c12)CCC3)N1CCOCC1	3	-4	12	nt	2	-5	-3	-2.5	24%
COc1ccc(N2CCN(Cc3nc4ccsc4c(=O)[nH]3)CC2)cc1	-1	-1	10	0	-1	-5	-2	0.4	-0.8%
Cc1ccc(S(=O)(=O)N2CCOCC2)cc1N/N=C(\C#N)c1nc2ccccc2[nH]1	0	12	11	3	-1	17	0	-0.1	1.0%
O=c1cc(Nc2ccc3c(c2)OCCO3)[nH]c(=O)n1-c1ccc(Br)cc1	-2	-7	-17	12	-1	-3	-2	-1.6	-0.6%
CC(C)(C)n1nnnc1C(c1ccc(F)cc1)N(Cc1ccc(F)cc1)Cc1ccco1 (configuration not stated)	-12	7	-8	-8	6	-12	-6	0.2	0.0%
Cc1nnc(SCC(=O)N2CCOCC2)[nH]c1=O	0	-6	0	1	3	-5	2	1.0	-0.5%
Cc1c(/C=N\NC(=O)c2cc3ccccc3o2)c2ccccc2n1C	44*	1	1	-21	2	33*	-6	-3.6	1.7%
O=C1C2CCCCN2C(=O)N1CCCCN1CCN(c2cccc(Cl)c2)CC1 (configuration not stated)	32*	-39*	-3	-17	2	92*	-22	3.2	3.8%
COc1cccc(CNC(=O)CSc2nnc3c(n2)[nH]c2ccc(F)cc23)c1	-1	-7	-26	nt	3	0	-4	1.7	0.5%
CC1=C(C(=O)Nc2ccc(C)cc2Cl)C2(CCCCCC2)OC1=O	11	1	-25	9	25	nt	0	-2.9	2.8%
CCN(CC(=O)Nc1cccc(S(=O)(=O)N2CCCCC2)c1)Cc1ccccc1	-8	3	12	2	0	1	-2	0.6	2.1%
COC(=O)c1ccccc1OCC(=O)N1CCN(c2ccc(Cl)cc2)CC1	-5	-12	-5	-1	7	-7	-11	-0.6	4.4%
Cc1ccc(NC(=O)CSc2nc(=O)n(CCN(C)C)c3c2CCCC3)c(C)c1	-4	-17	-8	2	1	3	-8	-0.8	1.9%
O=S(=O)(c1ccccc1)N1CCC2(CC1)CO2	7	-4	-2	27	9	-10	-3	1.8	-0.5%
CCN(CC)S(=O)(=O)c1ccc2c(c1)N(CC(=O)Nc1c(C)cccc1C)C(=O)CO2	-1	-10	3	1	2	nt	-4	0.5	-0.5%
Cc1ncc(CO)c2cc(C(N)=O)c(=Nc3ccccc3)oc12	5	2	4	0	1	10	1	0.8	3.9%
CCc1ccc(C(C(=O)NCCOC)N(C(=O)Cn2nnc3ccccc32)c2cccnc2)cc1 (configuration not stated)	3	-2	7	-6	0	26	11	-0.1	0.0%
CCCC(=O)Nc1nnc(S(=O)(=O)N2CCCCCC2)s1	3&6	-11&8	-2	0&6	3&0	-2	0&0	0.3&0.7	-1.6%&2.1%
CCCCCNc1nc(-c2ccccc2)nc(-n2ccnc2)n1	-7	-4	-22	nt	0	-6	-6	1.2	4.9%
Cc1ccc(C(=O)N2CCCC2)cc1S(=O)(=O)Nc1ccccc1	1	3	5	3	2	-9	-3	-1.0	1.5%
COc1nc(-c2ccc(C)cc2)ccc1-c1noc(-c2ccco2)n1	0	0	-28	-12	5	11	-2	0.7	3.1%
CN1CCN(C(=S)NC(=O)/C=C/c2cccs2)CC1	27	8	-4	-2	1	-10	-3	0.4	-1.0%
CCOC(=O)c1ccc2c(c1)N(Cc1ccc(F)cc1Cl)C(=O)c1ccccc1S2	-8	-24	-8	4	2	nt	-2	0.8	-1.0%
O=C(CCCn1nnnc1CN1CCOCC1)N1CCC(c2ccccc2F)C1 (configuration not stated)	0	10	0	nt	4	nt	1	nt	-0.1%

TRHR PAM: hit marks shown above
canonical_smiles,TRHR PAM,D1 antagonist,RXFP1 antag,D2 PAM,D1 agonist,D2 antag,D1 potentiator
Cc1c(/C=N\NC(=O)c2cc3ccccc3o2)c2ccccc2n1C,44*,1,1,-21,2,33*,-6
O=C1C2CCCCN2C(=O)N1CCCCN1CCN(c2cccc(Cl)c2)CC1 (configuration not stated),32*,-39*,-3,-17,2,92*,-22

An excerpt. The share of hits here may be higher or lower than overall.
